Screening results from PubChem.
b-catenin transl – alters nuclear translocation of beta-catenin in HeLa cells; immunofluorescence imaging; nuclear translocation activity, % at 5 µM; 0.3% of 190,000 active; AID 1665;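 active = nuclear translocation activity above 50% at 5 µM, with a well cell count of 50 or more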;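 also: per-cell ratio of nuclear to cytoplasmic median beta-catenin stain intensity; plate controls were DMSO negative control for no effect and GSK-3 inhibitor IX positive control for full effect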
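Test system: human HeLa cells, endogenous beta-catenin. Times: 24 h compound exposure, 37°C. Measured by: beta-catenin immunofluorescence imaging with DAPI.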
human PMI inhibition – inhibitors of human PMI, primary screen, biochemical, fluorescence intensity, coupled assay (AID 1209); purified PMI enzyme, coupled fluorescence intensity; higher % means a stronger effect; inhibition, % at 20 µM, or IC50 in µM where a hit was titrated; 0.42% of 190,000 active;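 also: plate controls were DMSO vehicle for no effect and wells lacking substrate for full effect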
T cell modulator – T cell immune modulation candidate; 2C CD8+ T cell-vesicle binding, flow cytometry; stronger effect = lower value; calls only at 7 µM; 0.068% of 330,000 active; AID 2052;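 active = response, share of CD8 T cells binding vesicles, and their 90th percentile fluorescence all below set limits, cut at about 80% in these data, passing the limit was not always enough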
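Also added: QL9-peptide-loaded Drosophila micro-vesicles bearing Ld, ICAM-1 and B7-1; Test system: purified 2C TCR transgenic mouse naive CD8+ T cells; Measured by: cytometric PE anti-B7-1 and Alexa647 anti-CD8 signals after 1% paraformaldehyde fixation; Timing: binding step 1.5 h, 37 °C, antibody labelling 20 min, ice.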
human PMI inhibitors – human PMI inhibitors, high substrate, primary screen, biochemical, fluorescence intensity, high mannose 6-phosphate (AID 1220); recombinant PMI enzyme, coupled fluorescence intensity; higher % means a stronger effect; inhibition, % at 20 µM, or IC50 in µM where a hit was titrated; 0.66% of 190,000 active
Ins promoter up – MIN6 insulin promoter up-regulation | 0.3% of 190,000 active | MIN6 insulin promoter-GFP reporter, high-content imaging; stronger effect = higher value | z-score at 5 µM;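 active = z-score above 3 at 5 µM with at least 500 cells counted in the well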
MT stabilizer – microtubule stabilization, imaging screen | AID 2205 | % tubulin-high responders, % at 10 µM | 0.83% of 200,000 active | HeLa tubulin immunostaining HCS, 24 h; share of cells brighter than vehicle mean+2SD;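 active = plate Z-score above 3 for both tubulin-high and condensed-nucleus cell shares, with cell loss under 80%, at 10 µM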;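 also: anti alpha tubulin signal scored within the nucleus-defined area of each cell; some results filed as inactive read as strong as hits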
Hep lipid drop – modulators of hepatic lipid droplet formation; AML12 mouse hepatocytes, oleate lipid droplets, BODIPY imaging; inhibition, % at 6.5 µM; 0.4% of 240,000 active;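 active = lipid droplet intensity inhibited by at least 50%, with more than 500 cells counted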
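Material – AML12 mouse liver cells · Also added – oleate loading, 100 µM · Compound dosing – 6.5 µM single-point dosing · Times – overnight treatment with compound plus oleate · Measured by – fluorescence imaging, 20x objective, two fields per well · Read-out – percent inhibition of filter-corrected integrated lipid droplet intensity per well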
Autophagy HCS – autophagy modulation, high-content screen; MEF GFP-LC3 puncta imaging; test concentration mostly 10 µM; calls only at 10 µM (by protocol); 0.98% of 190,000 active;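 active = percentage of spot-positive cells more than 3 SD above its plate mean, without a fluorescence outlier flag or 80% toxicity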;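 also: spot-positive cell cutoff set from DMSO-treated cells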
TNAP activation fold – stimulation of alkaline phosphatase TNAP activity – biochemical, luminescent, no phosphate acceptor, uHTS, primary screen (AID 1001); activation fold at 20 µM, or EC50 in µM where a hit was titrated; 0.03% of 200,000 active; purified TNAP, luminescent activation assay, no phosphate acceptor; higher activation fold means a stronger effect; in the data active = activation fold from about 3, or a potency from the dose series; inactive = the rest, 99 in 100 with activation fold below about 1.6; also: many of its hits are not listed in these tables
Ins promoter up cell count – also measured in Ins promoter up; calls as there; cell count; measured here: cytotoxicity, nuclei count;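 total cells summed across four imaged fields per well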
Hep lipid drop cells 6.5 µM – second read-out of Hep lipid drop, no call of its own (marks repeat the call); cell count; measured here: cell count, cytotoxicity flag;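 cells counted across two imaged fields per well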
b-catenin transl cell count 5 µM – second read-out of b-catenin transl, no call of its own (marks repeat the call); cell count; measured here: cell count, cytotoxicity flag
T cell modulator vesicle-bound % – second read-out of T cell modulator, no call of its own (marks repeat the call); double positive events, %; measured here: CD8+ vesicle-bound cell fraction;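 binding gate set so that unloaded-vesicle control wells show 10% double positive cells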
MT stabilizer Hoechst-high % – further read-out of MT stabilizer, marked with its call; % Hoechst-high responders; measured here: nuclear condensation Hoechst responders;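 share of cells brighter than vehicle mean plus two SD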
MT stabilizer cytotoxicity % – also measured in MT stabilizer; calls as there; toxicity, %; measured here: cytotoxicity by cell density;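 0% = mean cell density of plate MIN control wells and 100% = no cells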
Autophagy HCS cell loss 18 h – also measured in Autophagy HCS; calls as there; toxicity, %; measured here: cell loss, nuclei count;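 cell loss after 18 h compound exposure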
* marks the source's active call; other numbers are inactive results; i = inactive; nt = no result given. Rule as the data show it, unless noted: active = inhibition above about 50%; inactive = the rest.

SMILES	b-catenin transl	b-catenin transl cell count 5 µM	human PMI inhibition	T cell modulator	T cell modulator vesicle-bound %	human PMI inhibitors	Ins promoter up	Ins promoter up cell count	MT stabilizer	MT stabilizer Hoechst-high %	MT stabilizer cytotoxicity %	Hep lipid drop	Hep lipid drop cells 6.5 µM	Autophagy HCS	Autophagy HCS cell loss 18 h	TNAP activation fold
CCCc1cc(=O)n2[nH]c(C(F)(F)F)nc2n1	-0.6	988	6%	i	54	9%	0.17	1626	2.2	3.0	7.4	-35	692	i	3	1.1
CN(C)C(=O)c1nc2ccc(Cl)cn2c1CN1CCCC(OCc2cccnc2)C1 (stereo not given)	-1.3	946	-3%	i	48	-5%	nt	nt	1.7	1.8	12	-2	687	i	16	1.1
O=C(COC(=O)c1ccccc1Br)Nc1ccc(F)cc1	-0.2	1097	10%	i	54	12%	0.39	1267	3.4	1.3	8.9	-2	683	i	16	1.1
CCc1cccc(OCC(=O)Nc2c[nH]c(=O)[nH]c2=O)c1	-2.8	846	-17%	i	49	-5%	0.57	1614	3.8	2.3	12	12	670	i	-3	1.1
C=CCn1c(=O)c(C#N)cc2c(=O)n3ccccc3nc21	0.2	1449	-1%	i	22	32%	0.12	1509	4.8	3.2	7.1	nt	nt	i	3	1.1
Cc1ccc(-c2cc(C(=O)N3CCN(c4ncccn4)CC3)c3cc(Br)ccc3n2)o1	-0.3	1544	-30%	i	54	-93%	-0.81	1367	5.2	2.1	1.9	nt	nt	i	16	1
CCC(C)(C(=O)NC1CCCCC1)N(Cc1cccs1)C(=O)c1ccc(=O)[nH]c1 (stereo not given)	-0.9	1069	9%	i	35	4%	1.6	1511	1.7	3.5	8.9	4	693	i	-12	1.2
Cc1c(CCO)c(=O)[nH]n1C(=O)c1ccc(F)cc1	2.1	1281	-3%	i	41	9%	0.15	1587	1.2	1.0	11	nt	nt	i	4	0.8
COCc1ccc(CN2CCc3c([nH]c4ccccc34)C2CC(C)C)o1 (stereo not given)	2.1	1061	2%	i	58	52%*	nt	nt	4.2	2.2	3.6	5	770	i	5	1.1
N#CC(=C1N=c2ccccc2=N1)c1c(O)[nH]c2ccccc12	-2.2	1175	-9%	nt	nt	-10%	nt	nt	2.6	2.3	4.2	1	722	i	-6	0.9
N#C/C(=C\c1ccco1)C(=O)Nn1cnnc1	-3.4	1151	-4%	i	20	9%	2.6	1245	3.2	1.7	5.7	2	692	i	44	1
COc1nc(OC)nc(N2CCC(C(=O)Nc3cccc4c3CCCC4)CC2)n1	1.7	1380	4%	i	13	4%	0.08	1503	4.5	1.5	4.9	nt	nt	i	7	1.1
O=C(NC(=S)Nc1c(Cl)ccc2nsnc12)c1ccco1	-1.1	1015	19%	i	17	33%	0.18	1344	1.6	1.5	2.9	-12	673	i	8	1
O=C(O)/C=C/C(=O)Nc1cccc2cccnc12	0.4	1317	nt	i	63	nt	0.44	999	nt	nt	nt	2	782	nt	nt	nt
CCN(CC)CCN1C(=O)c2ccccc2NC1c1ccccc1F (stereo not given)	1.9	1106	-8%	i	29	-4%	nt	nt	4.7	2.6	5.7	-11	724	i	18	1
CC(=O)Nc1ccccc1NC(=O)c1cc(C)ccc1C	0.2	1474	-3%	i	49	-8%	-0.45	1379	6.7	2.0	6.5	-1	668	i	14	1
CC(C)NC(=O)CCS(=O)(=O)c1ccc(Br)s1	-5.4	934	12%	i	47	14%	1.9	1453	2.2	2.8	19	nt	nt	i	80	1.1
COc1cccc(C2C(C(=O)c3ccco3)=C(O)C(=O)N2CCN(C)C)c1OC (stereo not given)	nt	nt	-23%	i	25	-13%	0.4	1285	1.8	3.4	5.7	-12	641	i	9	1
Cn1c(SCC(=O)N/N=C/c2ccco2)nc2ccccc21	5.1	824	-3%	i	34	3%	-0.41	1479	3.9	2.9	5.8	-21	574	i	29	1.1
Cc1ccccc1NS(=O)(=O)c1ccc(NC(=O)c2nc3ncccn3n2)cc1	nt	nt	-2%	i	29	-4%	nt	nt	2.3	1.1	8.2	26	745	i	-2	1.2

Complete entries, quoted from the list:
N#CC(=C1N=c2ccccc2=N1)c1c(O)[nH]c2ccccc12 as listed: b-catenin transl: -2.2; b-catenin transl cell count 5 µM: 1175; human PMI inhibition: -9%; T cell modulator: nt; T cell modulator vesicle-bound %: nt; human PMI inhibitors: -10%; Ins promoter up: nt; Ins promoter up cell count: nt; MT stabilizer: 2.6; MT stabilizer Hoechst-high %: 2.3; MT stabilizer cytotoxicity %: 4.2; Hep lipid drop: 1; Hep lipid drop cells 6.5 µM: 722; Autophagy HCS: i; Autophagy HCS cell loss 18 h: -6; TNAP activation fold: 0.9
COc1nc(OC)nc(N2CCC(C(=O)Nc3cccc4c3CCCC4)CC2)n1 as listed: b-catenin transl: 1.7; b-catenin transl cell count 5 µM: 1380; human PMI inhibition: 4%; T cell modulator: i; T cell modulator vesicle-bound %: 13; human PMI inhibitors: 4%; Ins promoter up: 0.08; Ins promoter up cell count: 1503; MT stabilizer: 4.5; MT stabilizer Hoechst-high %: 1.5; MT stabilizer cytotoxicity %: 4.9; Hep lipid drop: nt; Hep lipid drop cells 6.5 µM: nt; Autophagy HCS: i; Autophagy HCS cell loss 18 h: 7; TNAP activation fold: 1.1

Remaining list, next part
SMILES	b-catenin transl	b-catenin transl cell count 5 µM	human PMI inhibition	T cell modulator	T cell modulator vesicle-bound %	human PMI inhibitors	Ins promoter up	Ins promoter up cell count	MT stabilizer	MT stabilizer Hoechst-high %	MT stabilizer cytotoxicity %	Hep lipid drop	Hep lipid drop cells 6.5 µM	Autophagy HCS	Autophagy HCS cell loss 18 h	TNAP activation fold
COc1ccc(C(=O)CCNc2ccc(F)cc2)cc1	-0.9	1308	nt	i	42	nt	1.5	938	nt	nt	nt	7	689	nt	nt	nt
CC1CCCCN1Cc1c(C#N)c2ccccc2n1C (stereo not given)	-4.6	1234	-6%	i	17	-7%	-0.05	1235	1.8	1.3	2.4	5	733	i	-6	1
Cc1cc(C)c2nc(NNC(=O)c3ccc(S(=O)(=O)N4CC(C)CC(C)C4)cc3)sc2c1 (stereo not given)	1.1	376	-10%	i	48	-70%	-6	572	10	9.1	25	-66	577	i	-7	1.1
COc1ccc(NC(=O)/C=C/c2ccco2)cn1	-4.8	1039	17%	i	57	25%	1.8	1279	3.8	2.3	1.4	-4	661	i	-9	1
C=CCn1c(COc2ccccc2)nnc1SCC(=O)N/N=C/c1ccc(C)cc1	nt	nt	9%	i	23	8%	nt	nt	1.3	1.4	12	nt	nt	i	17	1
COc1ccc(-c2cc(=O)n(CCC#N)[nH]2)cc1	-4.3	1143	2%	i	51	14%	0.27	1318	2.2	1.4	2.2	-8	712	i	1	1.1
CC(/C=N/N1CCN(c2ccc(C)cc2)CC1)=C\c1ccccc1	-1.5	1057	1%	i	51	-9%	0.39	1379	3.2	2.1	6.9	18	633	i	12	1.1
Cc1cc(CNC(=O)Cc2ccc(F)cc2)c2ccccc2n1	0.0	1103	-23%	i	34	-7%	0.14	1149	3.6	2.2	5.0	-6	684	i	20	1.1
Cc1ccc(/C=C/C(=O)Nc2cc(S(N)(=O)=O)ccc2O)cc1	2.5	1152	33%	i	33	12%	0.32	1159	6.2	2.8	5.5	18	661	i	8	0.9
CCCNC(=O)C(=O)c1cccn1-c1ccsc1C(=O)OC	0.1	785	6%	i	22	3%	1.1	1525	2.8	2.5	4.2	nt	nt	i	-29	1.1
O=C(NCc1ccc(Cl)cc1Cl)C1CCN(S(=O)(=O)c2ccc3c(c2)OCCCO3)CC1	5.5	1014	16%	i	22	9%	0.04	1342	4.0	1.9	16	-28	674	i	6	1.7
COC(=O)c1cc(Br)c(=O)n(-c2ccc(OC)cc2)c1	nt	nt	8%	i	28	3%	-0.45	1096	2.0	0.2	18	-6	661	i	17	1
CCn1c(SCCN2CCCCC2)nnc1-c1ccc(S(=O)(=O)N2CCOCC2)cc1	-6.8	887	2%	i	22	8%	0.81	1175	0.7	1.8	8.9	nt	nt	i	4	1.1
Cc1nn(-c2cc(Cl)ccc2N)c(=O)c2ccccc12	0.0	1004	19%	i	30	17%	0.85	1854	5.2	2.9	6.7	20	628	i	-1	1
CCOC(=O)CN1C(=O)SC(CC(=O)Nc2nccs2)C1=O (stereo not given)	nt	nt	5%	i	28	-2%	0.27	983	1.1	1.1	6.4	0	729	i	2	1.9
CC(=O)N/N=C(\C)C1COc2ccccc2O1 (stereo not given)	-1.0	1343	nt	i	46	nt	0.48	939	nt	nt	nt	8	706	nt	nt	nt
Cn1c(=O)c([N+](=O)[O-])c(-n2ccnc2)c2ccccc21	0.7	913	-4%	i	53	12%	1.6	1308	1.0	1.6	7.0	2	707	i	18	1.1
COCCn1c(=NC(=O)c2ccccc2[N+](=O)[O-])sc2cc(S(C)(=O)=O)ccc21	0.8	1130	6%	i	46	-4%	-0.67	1350	4.4	3.0	13	-3	671	i	-6	1.1
COC(=O)Nc1nc(C)c(C(=O)N(C)C)s1	-4.7	981	-8%	i	51	-6%	0.01	1556	2.8	2.6	11	nt	nt	i	-13	1.1
O=S1(=O)N=C(N(Cc2cccs2)c2ccc(O)cc2)c2ccccc21	0.5	1503	13%	i	25	16%	-0.01	1393	2.2	1.6	5.5	2	641	i	21	1
Cc1ccc(C#N)c(SCc2nnc(-c3ccc(Cl)cc3)o2)n1	0.8	994	4%	i	13	12%	-0.88	1305	2.6	3.1	9.0	-13	726	i	-2	1.2
Cc1ccc(N2CC(C(=O)Nc3ccc(C)c(S(=O)(=O)N(C)C)c3)CC2=O)cc1 (stereo not given)	-0.5	952	-20%	i	13	-8%	-0.37	1551	1.6	2.0	2.1	-2	713	i	39	1.1
CCOC(=O)Cn1nc(C)c(NC(=O)COc2ccccc2[N+](=O)[O-])c1C	-2.3	1069	-4%	i	42	-4%	-0.22	1287	2.1	1.4	5.4	-2	681	i	-5	1.1
